SR-BI DiI-HDL act – SR-BI HDL lipid transfer activation | CHO ldlA[mSR-BI] cells, DiI-HDL uptake fluorescence, 3 h; 100 = double the neutral-control signal | activation, % at 12.5 µM | actives 0.096% (n = 320,000);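 active means mean replicate activation of at least 60% and every replicate at or above 60%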;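 further: 0% = median plate neutral-control signal and 100% = twice that signal; values of inactives mirror those of a sister screen read the other way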
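Test system: SR-BI-overexpressing, LDLR-lacking CHO cells; Also added: labelled HDL, 10 µg/mL; Measured by: bottom-read cell fluorescence after medium removal, ex 550/em 595 nm; Timing: 3 h uptake period with compound, 37 °C; Buffer or medium: F12, 0.5% BSA, 25 mM HEPES; Doses: single compound concentration, delivered by pin transfer.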
Rtt109 Vps75 – inhibitors of Candida albicans Rtt109/Vps75 histone acetyltransferase; Q5AAJ8; purified Rtt109/Vps75, ThioGlo CoA-SH fluorescence, 4 h; inhibition, % at 34.9 µM; actives 0.16% (n = 330,000);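 active means inhibition of at least 50% in every replicate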
Target sequence (Q5AAJ8 whole entry, looked up): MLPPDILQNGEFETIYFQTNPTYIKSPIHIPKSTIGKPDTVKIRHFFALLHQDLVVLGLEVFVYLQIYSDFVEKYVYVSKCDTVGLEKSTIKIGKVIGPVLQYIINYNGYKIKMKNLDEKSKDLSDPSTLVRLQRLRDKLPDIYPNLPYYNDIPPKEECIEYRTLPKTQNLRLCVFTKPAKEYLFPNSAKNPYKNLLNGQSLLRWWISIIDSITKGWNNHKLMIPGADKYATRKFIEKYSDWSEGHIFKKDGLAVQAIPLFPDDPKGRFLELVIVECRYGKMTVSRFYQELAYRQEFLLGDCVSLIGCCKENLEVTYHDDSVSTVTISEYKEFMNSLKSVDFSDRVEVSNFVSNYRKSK
RTF Ca sens inh – cardiac RTF calcium desensitization | inhibition, % at 7.15 µM | actives 0.12% (n = 340,000) | AID 493244 | P19429+P45379 | IANBD-labeled cardiac RTF, Ca2+ fluorescence;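 active means inhibition above the mean inhibition of all tested compounds plus 3 SD, cut at about 17% in these data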;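 further: assay run at fixed EC70 calcium of 1.6 mM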
RTF Ca sens act – increases calcium sensitivity of human cardiac regulated thin filaments. P19429+P45379. IANBD-labeled TnC RTF fluorescence at EC20 calcium; 0% EC20 calcium, 100% full calcium. activation, % at 7.2 µM. actives 0.24% (n = 340,000). AID 493008;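 active means activation above the mean over all tested compounds plus 3 SD, cut at about 30% in these data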;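 further: rise in fluorescence read as greater calcium sensitivity of cardiac thin filaments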
DAGLB inhibitor – diacylglycerol lipase beta (human) inhibition; actives 0.059% (n = 340,000); Q8NCG7; inhibition, % at 5.17 µM; HEK293T DAGLB membrane lysate, EnzChek fluorogenic substrate; in the data active means inhibition above about 34%;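 further: 0% = enzyme with vehicle and 100% = wells lacking enzyme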
Keap1-Nrf2 PPI – inhibitors of human Keap1-Nrf2 protein-protein interaction; Keap1 Kelch-Nrf2 peptide fluorescence polarization, 1536-well; inhibition, % at 9.4 µM; actives 0.15% (n = 340,000); Q14145; AID 504523; in the data active means inhibition above about 12%;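 further: human Keap1 Kelch domain with fluorescein labeled Nrf2 9mer peptide probe; 0% = neutral control wells and 100% = peptide positive control; higher means more block of Keap1 binding to Nrf2 peptide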
CAL PDZ FP-1 – inhibitors of human CAL PDZ peptide binding; Q9HD26; purified CAL PDZ, TMR-peptide fluorescence polarization, 1 h; inhibition, % at 24.9 µM; actives 0.92% (n = 300,000); AID 602252;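 active means mean inhibition of at least 30% with at least half of replicates also reaching 30%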;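 further: 0% = DMSO neutral control and 100% = excess unlabeled competitor peptide PRC23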
LANA DNA inh – KSHV C-LANA DNA binding inhibition; actives 0.078% (n = 340,000); inhibition, % at 9 µM; AID 504423; MBP-C-LANA/FAM-LBS DNA binding, fluorescence polarization;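 active means highest replicate inhibition at or above 60% at 9 µM, even if other replicates fall short; inactive means all replicates below 60% inhibition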;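 further: 0% = neutral control wells and 100% = 4 µM acridine orange control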
PKA-R2B act – PKA-R2B complex activation; actives 0.079% (n = 340,000); AID 504700; P22694+P31323; activation, % at 11.4 µM; PKA-R2B holoenzyme dissociation, Cy5-IP20 fluorescence polarization; R2B truncated from residue 108, S112A mutant; 0% DMSO only, 100% 113 µM cGMP;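 active means activation above a cutoff set at the mean over all compounds plus 3 SD, cut at about 18% in these data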;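 further: higher means more holoenzyme dissociation and a rise in polarization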
Target sequence (P31323 whole entry, looked up, other chains not shown, the tested form may be a part): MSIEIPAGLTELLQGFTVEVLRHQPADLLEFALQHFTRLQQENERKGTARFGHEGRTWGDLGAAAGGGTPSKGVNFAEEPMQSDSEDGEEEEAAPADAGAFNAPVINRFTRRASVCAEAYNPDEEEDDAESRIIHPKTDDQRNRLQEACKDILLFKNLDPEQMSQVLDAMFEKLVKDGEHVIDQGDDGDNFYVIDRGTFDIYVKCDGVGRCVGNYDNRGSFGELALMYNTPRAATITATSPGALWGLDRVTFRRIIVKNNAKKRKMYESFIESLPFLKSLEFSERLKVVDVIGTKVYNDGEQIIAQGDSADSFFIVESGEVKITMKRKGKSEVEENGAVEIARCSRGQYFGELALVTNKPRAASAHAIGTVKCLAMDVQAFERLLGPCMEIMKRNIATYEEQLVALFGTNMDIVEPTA
CAL PDZ FP-2 – human CAL PDZ-peptide interaction inhibition; actives 0.02% (n = 330,000); inhibition, % at 20 µM; AID 504414; purified CAL PDZ, TMR-peptide fluorescence polarization, 1 h;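 active means highest replicate inhibition of at least 40%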;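 further: plate controls were DMSO neutral control wells for no effect and unlabeled competitor peptide control wells for full effect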
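Test system: tagged CAL PDZ domain / Buffer or medium: sodium phosphate/NaCl buffer pH 7.4 with TCEP, IgG, Thesit / Reagent: TMR-labelled reporter peptide T*-PRC34 bound in PDZ groove / Compound dosing: single point, 20 µM / Schedule: 1 h incubation at room temperature before polarization reading / Technique: fluorescence polarization (mP) / Benchmarks: unlabelled peptide, DMSO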
Numbers without * were called inactive; . = no result given.

SMILES	SR-BI DiI-HDL act	Rtt109 Vps75	RTF Ca sens inh	RTF Ca sens act	DAGLB inhibitor	Keap1-Nrf2 PPI	CAL PDZ FP-1	LANA DNA inh	PKA-R2B act	CAL PDZ FP-2
O=C1NC(=O)C(Cc2c[nH]c3ccccc23)N1 (centres undefined)	11	1	-4	-6	-1	4	0	-0.4	6	1.0
O=C(CCCN1C(=O)/C(=C/c2cccc(Br)c2)SC1=S)NCCCN1CCOCC1	-3	12	4	-4	2	-10	-6	2.4	-9	-2.0
COC(=O)CCC(=O)OC1(C)C(=O)C2=CN(Cc3ccc(OC)cc3)C(c3ccc(OC)cc3)=CC2=C(Br)C1=O (centres undefined)	21	0	-7	21	8	-4	1	-0.4	8	-1.0
NS(=O)(=O)c1ccc(CCNS(=O)(=O)c2ccc(Cl)cc2)cc1	18	12	-8	-5	-2	-2	-2	-0.1	-7	0.9
Cn1c(=O)c2c(ncn2CC(=O)OCC(=O)Nc2ccc(F)cc2Cl)n(C)c1=O	10	-7	-5	-2	-1	-2	0	-2.2	3	-0.5
Cc1ccc(Oc2ccc(NC(=O)CSc3n[nH]c(N)n3)cc2)cc1	-19	2	2	-2	-1	1	-5	0.0	1	-0.5
CC(Oc1ccc2c(-c3ccccc3)cc(=O)oc2c1)C(=O)N1CCOCC1 (centres undefined)	1	-4	-10	-2	0	-4	-5	-1.5	2	-1.1
COc1ccc(-c2cc(C(=O)NCc3ccc(Cl)cc3)no2)cc1OC	-9	-1	0	-1	-1	0	.	2.9	-7	-2.5
CCOC(=O)c1ccc(-c2ccc(/C=N/NC(=O)CN(c3ccccc3Br)S(C)(=O)=O)o2)cc1	-15	-6	2	3	-1	0	-1	-1.8	-12	-3.6
COc1cccc(-n2cnc3sc(C)c(C)c3c2=O)c1	-4	2	7	0	-2	0	-1	-0.3	-9	-1.4
Cc1ccc(C(C)(C)C)c(OCCN2CCCC2)c1	13	3	6	0	-4	2	-1	-0.4	-5	-2.3
COc1cc(C(=O)OCC(=O)Nc2c(C)n(C)n(-c3ccccc3)c2=O)c([N+](=O)[O-])cc1OC	-3	7	5	-2	3	6	-3	0.4	-10	0.2
Cc1ccc(O)c(-c2cc(C(=O)Nc3ccc(S(=O)(=O)Nc4nc(C)cc(C)n4)cc3)[nH]n2)c1	-14	29	-4	9	0	4	-4	-2.8	6	-2.2
CCOc1ccc(N=C2NN=C(c3cc(C)n(CC4CCCO4)c3C)CS2)cc1 (centres undefined)	-15	-6	-3	4	8	1	1	1.4	0	-0.8
Cc1onc(-c2ccccc2)c1C(=O)Nc1ccc(-c2nnc3n2CCCCC3)cc1	-18	4	-6	1	0	0	-8	-0.3	1	.
Cc1ccc(Nc2cc(-n3nc(C)cc3C)ncn2)cc1	-21	4	-2	-3	-8	1	-7	0.3	1	.
COC(CNC(=O)c1ccc2c(c1)ncn2C1CCCCCC1)OC	-4	-3	0	-3	2	-1	-2	-0.4	11	0.8
Cn1nc(CC(=O)Nc2ccc3c(c2)OCCO3)c2ccccc2c1=O	7	-1	-7	4	1	2	-4	2.9	3	-0.2
O=C(OCCN1CCCCC1)c1ccccc1F	4	-14	-1	-1	2	2	3	1.7	-9	0.1
CCN1CCN(CC(O)COc2ccc(Cl)cc2)CC1 (centres undefined)	23	6	4	-3	0	-5	-5	-0.6	1	-0.4
Cc1ccc(C(=O)OCC(=O)N(C)c2c(N)n(Cc3ccccc3)c(=O)[nH]c2=O)s1	-6	-1	-6	-3	1	-1	-1	1.0	4	-2.1
CCCCC1CC(=O)NC1(C(=O)OCC)C(=O)OCC (centres undefined)	22	0	6	-1	-1	0	.	-0.4	-3	-0.3
O=c1c2cc(NC(=S)NC3CCCC3)ccc2nc2n1CCCCC2	-15	-10	2	9	1	-6	4	1.2	-5	-0.7
CCCN(Cc1nnc(-c2cccs2)o1)C(=O)CN1C(=O)NC2(CCCCC2)C1=O	17	.	-1	0	0	.	-1	.	-5	-0.8
Cc1cc(C)c2c(N)c(C(=O)N/N=C/c3ccccc3)sc2n1	-51	-14	6	8	1	2	3	0.5	4	4.4

Part of the list above in order of count of non-hydrogen atoms, smallest number first.
SMILES	SR-BI DiI-HDL act	Rtt109 Vps75	RTF Ca sens inh	RTF Ca sens act	DAGLB inhibitor	Keap1-Nrf2 PPI	CAL PDZ FP-1	LANA DNA inh	PKA-R2B act	CAL PDZ FP-2
O=C1NC(=O)C(Cc2c[nH]c3ccccc23)N1 (centres undefined)	11	1	-4	-6	-1	4	0	-0.4	6	1.0
O=C(OCCN1CCCCC1)c1ccccc1F	4	-14	-1	-1	2	2	3	1.7	-9	0.1
CCCCC1CC(=O)NC1(C(=O)OCC)C(=O)OCC (centres undefined)	22	0	6	-1	-1	0	.	-0.4	-3	-0.3
Cc1ccc(Nc2cc(-n3nc(C)cc3C)ncn2)cc1	-21	4	-2	-3	-8	1	-7	0.3	1	.
Cc1cc(C)c2c(N)c(C(=O)N/N=C/c3ccccc3)sc2n1	-51	-14	6	8	1	2	3	0.5	4	4.4
O=c1c2cc(NC(=S)NC3CCCC3)ccc2nc2n1CCCCC2	-15	-10	2	9	1	-6	4	1.2	-5	-0.7
COc1ccc(-c2cc(C(=O)NCc3ccc(Cl)cc3)no2)cc1OC	-9	-1	0	-1	-1	0	.	2.9	-7	-2.5
CC(Oc1ccc2c(-c3ccccc3)cc(=O)oc2c1)C(=O)N1CCOCC1 (centres undefined)	1	-4	-10	-2	0	-4	-5	-1.5	2	-1.1
CCOc1ccc(N=C2NN=C(c3cc(C)n(CC4CCCO4)c3C)CS2)cc1 (centres undefined)	-15	-6	-3	4	8	1	1	1.4	0	-0.8
CCCN(Cc1nnc(-c2cccs2)o1)C(=O)CN1C(=O)NC2(CCCCC2)C1=O	17	.	-1	0	0	.	-1	.	-5	-0.8
CCOC(=O)c1ccc(-c2ccc(/C=N/NC(=O)CN(c3ccccc3Br)S(C)(=O)=O)o2)cc1	-15	-6	2	3	-1	0	-1	-1.8	-12	-3.6
COC(=O)CCC(=O)OC1(C)C(=O)C2=CN(Cc3ccc(OC)cc3)C(c3ccc(OC)cc3)=CC2=C(Br)C1=O (centres undefined)	21	0	-7	21	8	-4	1	-0.4	8	-1.0

(cont.)
SMILES	SR-BI DiI-HDL act	Rtt109 Vps75	RTF Ca sens inh	RTF Ca sens act	DAGLB inhibitor	Keap1-Nrf2 PPI	CAL PDZ FP-1	LANA DNA inh	PKA-R2B act	CAL PDZ FP-2
C[C@H](NC(=O)c1cc2cc(Cl)ccc2n1C)C(=O)N1CCC[C@H]1C(=O)O	-3	0	-4	3	-2	0	-3	-1.4	-7	-1.3
S=C1CSc2ccccc2N1	13	10	6	2	-1	3	2	-1.1	-14	-1.5
O=S(=O)(NCCCSc1ccccc1)c1ccccc1F	.	-5	-11	-8	-4	-1	.	-1.3	8	0.5
C=CC[C@@H](Cc1ccc(F)cc1)C(=O)OC[C@H]1CCCN1C(=O)[C@H](CC=C)CC(=O)N(CCO)Cc1ccccc1	-58	-2	-3	4	-5	3	-2	-1.7	0	-0.1
O=C(CN1C(=O)NC2(CCCCC2)C1=O)NCc1cccs1	24	0	-4	0	-1	-5	2	1.8	-10	-0.5
O=C(O)CCC(=O)NCc1ccc2[nH]c3c(c2c1)CCCC3	12	-6	-8	5	3	2	.	2.6	-1	0.3
CC(C)CCn1cnc2c1c(=O)[nH]c(=O)n2Cc1ccccc1	29	14	-2	-6	-5	-2	-2	6.9	-6	-0.7
O=C1c2ccccc2C(=O)N1c1cccc2ccccc12	-11	-5	1	-9	-2	1	-4	2.7	-4	.
COc1cc(-c2cc(C(=O)Nc3c(Cl)cc(Cl)cc3Cl)c3ccccc3n2)cc(OC)c1OC	-36	-18	9	-2	-2	2	-3	0.0	-15	-2.6
Cc1cnc(NC(=O)CSc2nnc(N)s2)s1	8	1	0	5	2	2	-4	-0.4	-12	0.0
CC1CCN(C(=O)C2CCCCN2S(=O)(=O)c2cccc([N+](=O)[O-])c2)CC1 (centres undefined)	-7	-8	6	-1	0	-2	-2	1.3	-3	-2.5
FC(F)(F)c1cc(Oc2ccc(Cl)cc2)ncc1-c1nnc(-c2ccc(Cl)cc2)o1	1	-8	-15	7	-3	-7	-2	0.4	8	1.0
CC(=O)C1=C(C)NC2=C(C(=O)CC(C)(C)C2)C1C (centres undefined)	9	-5	6	-4	-1	3	.	-0.4	-12	-0.6
CC(=O)c1cnc2c(C(=O)O)cnn2c1C	10	26	-5	1	1	1	-3	-1.9	1	-3.7
CN(CCC1CCOCC1)C(=O)C1CCC(=O)N(CCc2ccccc2)C1 (centres undefined)	23	-8	2	2	0	3	-5	1.0	-4	17
CCCN(CC(=O)Nc1ccccc1C)C(=O)c1cccc(-n2cnnn2)c1	31	1	0	-6	5	-3	1	0.9	-8	-1.8
COC(=O)[C@@]12CCCCN1[C@H](c1ccc(-c3cc(C(C)=O)cs3)c(OC)c1)[C@H]1C(=O)N(C)C(=O)[C@H]12	-65	-8	-4	8	1	0	1	0.5	12	-0.4
Cc1nn(C)c(C)c1NS(=O)(=O)c1c(C)n[nH]c1C	0	2	-7	5	0	-1	-2	0.8	-8	-0.9
COC(=O)Cc1ccc(NC(=S)NC2CC2)cc1	7	-2	-5	-3	-4	-9	-1	1.4	-19	-1.1
COc1ccc(NC(=O)C/C(C)=N/NC(=O)c2cccs2)c([N+](=O)[O-])c1	1	3	-14	-2	0	1	-1	0.6	2	-1.2
CCc1ccc2[nH]c(=O)c(CN(CCN(CC)CC)C(=O)Nc3ccccc3OC)cc2c1	-6	18	-1	0	-1	0	-3	-0.9	-3	-1.6
Cc1nnc(SCC(=O)NCCN2C(=O)CSC2=O)s1	-5	-23	0	10	2	-5	-4	1.0	-2	.
Cc1ccc(N(CCC#N)C(=O)CSc2nc3ccccc3c(=O)[nH]2)cc1	3	-9	-10	0	1	-7	.	1.9	7	-0.5
CS(=O)(=O)N1N=C(c2ccco2)CC1c1ccccc1 (centres undefined)	9	-2	-2	0	0	-4	2	2.1	-4	0.3
